# Rad51 HR inh: human RAD51 strand exchange inhibitors, primary screen, biochemical, fluorescence; DNA repair protein RAD51 homolog 1 (Homo sapiens), Q06609; hRad51 DNA strand exchange, fluorescence dequenching; inhibition, % at 10 µM; actives 0.085% (n = 200,000);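 active means inhibition above 40% at the single screening dose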;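 further: 0% = DMSO control wells and 100% = blanks with heterologous ssDNA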
# Target sequence (Q06609 whole entry, looked up): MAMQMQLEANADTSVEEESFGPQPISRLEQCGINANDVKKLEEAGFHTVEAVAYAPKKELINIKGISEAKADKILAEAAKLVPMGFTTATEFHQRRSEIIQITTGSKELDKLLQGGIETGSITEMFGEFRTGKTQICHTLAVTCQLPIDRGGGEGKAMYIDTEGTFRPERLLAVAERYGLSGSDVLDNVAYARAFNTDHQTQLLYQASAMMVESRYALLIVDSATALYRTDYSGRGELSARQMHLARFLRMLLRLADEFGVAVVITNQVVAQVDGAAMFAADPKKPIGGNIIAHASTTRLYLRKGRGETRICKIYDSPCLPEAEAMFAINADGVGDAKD
#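 Material: hRad51 filaments on single-stranded DNA; Reagent: Donor/quencher-labelled 47-bp dsDNA substrate; Compound: 10 µM final, single point; Schedule: 37 °C 15-min filament assembly, 30-min compound preincubation, 15-min exchange; Technique: FRET fluorescence, excitation 485 nm, emission 520 nm; Benchmarks: control wells and blank wells on each plate.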
# * marks the source's active call; other numbers are inactive results. An excerpt; rates above refer to the full screens.
Rad51 HR inh | SMILES
3.7 | CCCCCN(CCCCC)C(=O)C(CCC(=O)O)NC(=O)c1ccc(Cl)c(Cl)c1 (stereo not given)
-0.4 | COC(=O)CCC(=O)OC1(C)C(=O)C2=CN(c3ccc(OC)cc3)C(c3ccc(OC)cc3)=CC2=C(Br)C1=O (stereo not given)
0.3 | COC/C=C/C1=CC2=CC(=O)C(C)(OC(=O)c3cnc4ccccc4n3)C(=O)C2=CN1CC(C)C (stereo not given)
-6.0 | CC1=C(N2CCOCC2)CCC1=O
-6.0 | CC1(c2nnc(-c3cccc(Cl)c3)o2)CC(c2ccc(F)cc2)=NO1 (stereo not given)
-4.4 | CC(=O)[C@@H]1[C@@H](C)N(Cc2ccccc2)C(=O)N[C@H]1c1ccccc1
-1.1 | COC(C[C@@H](O)C[C@@H](O)[C@H](C)OCc1ccccc1)OC
-0.9 | FC(F)(F)c1ccccc1C1=CC(c2ccccc2)n2ncnc2N1 (stereo not given)
11.1 | O=[N+]([O-])c1cc(-c2csc(NCCc3nc4cc(Cl)c(N5CCCCC5)cc4n3CCCO)n2)ccc1Cl
-0.5 | CCN1C(=O)N[C@H](c2ccccc2)C(C(C)=O)=C1C
4.0 | CCCCCCCCN1[C@@H](CC(=O)OCC)c2cc(F)ccc2S1(=O)=O
4.8 | CCCCN1C(N)=NC[C@@H]1C(C)O (stereo not given in full)
-2.4 | CCOC(=O)C[C@H]1c2ccccc2S(=O)(=O)N1Cc1ccc(Cl)cc1
10.2 | CN(C)CCN1C(=O)C(=O)/C(=C(/O)c2ccc(S(=O)(=O)N3CCOCC3)cc2)C1c1ccccc1 (stereo not given)
-2.1 | C/C=C1\COC(C(=O)NCc2cccc(OC)c2OC)(C(F)(F)F)C=C1C=C1CCCCC1 (stereo not given)
-0.1 | O=C(NCc1cccnc1)[C@@H]1CC=C[C@@H]2CCN(Cc3ccccc3)C(=O)[C@@H]21
0.7 | COc1ccc2[nH]c3c(c2c1)CCNC3=O
-6.8 | CCOC(=O)C1Nc2ccc(C(F)(F)F)cc2C2C=CCC12 (stereo not given)
-2.6 | CCC(C)[C@H]1CN=C(N)N1CC1CCCCC1 (stereo not given in full)
-5.6 | COc1ccc2c(c1)c(CCNNC(=O)C(C)(C)C)c(C)n2C(=O)c1ccc(Cl)cc1
0.9 | CC1(c2nnc(-c3cccc(Cl)c3)o2)CC(c2ccc(C#N)cc2)=NO1 (stereo not given)
-5.2 | CC(C)n1c(SCc2cc(=O)[nH]c3ccccc23)nc2c1c(=O)n(C)c(=O)n2C
10.8 | O=S1(=O)CCOC[C@H](Cc2ccccc2)N1Cc1cccc(Cl)c1
8.5 | CCC[C@@H]1CCCO[C@@](C(=O)NCc2ccc(S(C)(=O)=O)cc2)(C(F)(F)F)C1
-1.9 | CCOc1cc(-n2cnnn2)c(OCC)cc1NC(=O)c1cnccn1
4.7 | CCC1(CC)C(=O)C2=C3C1[C@H](C(=O)OC)CC(C(=O)OC)C[C@H]3[C@H]1C(=O)N(c3ccccc3)C(=O)[C@H]1[C@H]2C (stereo not given in full)
-5.2 | C[C@H]1CCC[C@]2(O[C@@H](CCO)C[C@@H](O)[C@@H]2O)O1
-0.9 | C=CCNC(=O)c1ccc2c3n(nc2c1)-c1ccc(Cl)cc1CO3
-5.7 | NCCCC[C@H]1CN=C(N)N1CCc1cccc2ccccc12
4.2 | COc1ccc(C(=O)c2c(-c3ccsc3)oc3ccc(-c4ccc(OC)cc4)cc23)cc1
-9.9 | C#CCOCCOCCOCCNc1nc(N2CCN(C(=O)C([C@@H](C)CC)n3cc(C(N)COC(=O)C(F)(F)F)nn3)CC2)nc(N2CCN(C(=O)[C@H](CCC(=O)O)n3cc(C(N)CC(C)C)nn3)CC2)n1 (stereo not given in full)
0.2 | Cc1ccc(C2=NOC(C)(c3nnc(-c4cccc(Cl)c4)o3)C2)cc1 (stereo not given)
9.4 | Cc1nc(C(=O)Nc2cc(F)cc(Cl)c2)sc1C1(C)CC(c2ccccc2)=NO1 (stereo not given)
-4.8 | COc1ccc(C2=CC3=CC(=O)C(C)(O)C(=O)C3=CO2)cc1 (stereo not given)
7.7 | CC[N+](CC)(CC)CC(=O)Nc1c(C)cccc1C
-5.4 | O=C(Nc1ccccc1)[C@@H]1CC=C[C@@H]2CCN(Cc3ccc(Cl)c(Cl)c3)C(=O)[C@@H]21
-2.5 | COC(=O)C1=C(C(=O)OC)[C@@H]2N(Cc3ccccc3)c3ccccc3[C@@]23C[C@@H](C(=O)OC)N(C(=O)NC(C)(C)C)C3=N1
0.2 | COc1ccccc1Nc1nc(N2CCOCC2)nc(N2CCOCC2)n1
9.2 | O=C1[C@H]2[C@H](C=CC[C@H]2C(=O)N2CCOCC2)CCN1Cc1ccccc1
1.4 | O=C(N[C@@H](Cc1ccc(O)cc1)C(=O)O)c1ccncc1
1.7 | COC(=O)C[C@H]1c2cc(F)ccc2S(=O)(=O)N1c1ccc(N(C)C)cc1
3.0 | CCOC(=O)C[C@H]1c2cc(F)ccc2S(=O)(=O)N1Cc1ccc(OC)cc1
2.7 | CCOC(=O)[C@H](CCc1ccccc1)N[C@@H](C)C(=O)N1[C@H](C(=O)O)C[C@@H]2CCC[C@@H]21
-9.2 | O=C(c1ccc(C(F)(F)F)cc1)N1CCC(=O)N(C(CO)Cc2ccccc2)CC1 (stereo not given)
-1.4 | COc1c2ccoc2cc2oc(C)cc(=O)c12
6.6 | CCO[C@@H]1OC(C(N)=O)=C[C@H](C(C)(C)C)[C@H]1CCCO
-2.0 | CC(C)=CCOc1ccc([C@@H]2COc3c(ccc4c3C=CC(C)(C)O4)C2)c(O)c1
4.5 | CCCC[C@@H]1CCCO[C@@](C(=O)NCc2cc(C)n(C)n2)(C(F)(F)F)C1
7.4 | OCCCn1c(C(CO)Nc2nc(-c3ccc(Cl)cc3)cs2)nc2ccccc21 (stereo not given)
15.7 | CCOC(=O)C1=C(COc2ccccc2)NC(=O)NC1c1ccc2ccccc2c1 (stereo not given)
-5.4 | CC1(C)c2[nH]c3ccccc3c2C[C@@H]2C(=O)N(c3cc(F)ccc3F)C(=O)N21
-0.3 | OCCOCCn1c(CCNc2nc(-c3ccc(F)cc3)cs2)nc2cc(C(F)(F)F)ccc21
-5.4 | CCOC(=O)/C=C/c1ccccc1S(=O)(=O)NC(C)(C)C
-20.9 | CCN(CC)CCCN1C=C2C(=O)C(C)(OC(=O)CCC(=O)OC)C(=O)C(Br)=C2C=C1c1ccc(OC)cc1 (stereo not given)
5.4 | C#C[C@]1(O)CC[C@H]2[C@@H]3[C@H](C)CC4=C(CCC(=O)C4)[C@H]3CC[C@@]21C
-0.2 | COC(=O)C1=C(C)N(CCCC(=O)O)C(=O)NC1c1ccccc1OS(=O)(=O)c1ccccc1[N+](=O)[O-] (stereo not given)
-3.7 | O=C(O)c1cc([N+](=O)[O-])ccc1NCCCc1ccccc1
-0.7 | C/C(=C\C1CCCCC1)C(NC(=O)c1ccc(C(F)(F)F)cc1)c1ccc(-c2ccccc2)cc1 (stereo not given)
-7.0 | C=CC1=C2C=C(C3CC3)N(C3CC3)C=C2C(=O)C(C)(OC(=O)c2ccco2)C1=O (stereo not given)
-17.0 | C#Cc1ccc([C@H]2C=C(C(=O)O)O[C@@H](OCCCCO)C2)cc1

# (next part)
Rad51 HR inh | SMILES
6.0 | CON(C)c1nc(C2CCCCC2)c2cc(C)ccc2n1
-4.2 | CCCCCSc1nc2c(c(=O)[nH]c(=O)n2C)n1CCc1ccccc1
3.6 | CCCc1nc2c(s1)CCc1onc(-c3ccc(OC)cc3)c1-2
-6.8 | CCCCC1=CC2=CC(=O)C(C)(O)C(=O)C2=CO1 (stereo not given)
-2.9 | COc1ncccc1-c1nnn(-c2ccccc2Br)n1
-1.0 | CCCCC1=CC2=CC(=O)C(C)(OC(=O)c3ccco3)C(=O)C2=CO1 (stereo not given)
-1.6 | CCn1nc(Cc2cccc3ccccc23)c(C#N)c1N
11.6 | O=C(O)Cn1cc(F)c(=O)[nH]c1=O
-1.8 | CC1(c2nnc(Cc3ccccc3)o2)CC(c2ccc(F)cc2)=NO1 (stereo not given)
4.7 | C=CCOC(=O)C1=C[C@H](C2CCCCC2)C[C@H](OCc2ccc(CO)cc2)O1
1.3 | [O-][N+]1=C2CCC/C(=N\O)C2=NC12CCCCC2
4.2 | COc1ccc(CNC(=O)C2(CC3CC(c4ccccc4)=NO3)CCN(C(=O)Cc3ccc(F)cc3)CC2)cc1 (stereo not given)
0.4 | CCN1C(=O)N[C@@H](CCc2ccccc2)[C@H](C(C)=O)[C@H]1C
5.7 | COCOc1cc(O)c(C(=O)/C=C/c2ccccc2)c(OCOC)c1
-3.0 | OCCNc1nc(Nc2ccc(Cl)cc2)nc(N2CCCC2)n1
1.5 | COc1ccc(C2=CC(=O)CCC2)cc1
2.3 | COc1c(F)cc2[nH]c3c(c2c1F)CCNC3=O
-5.6 | COC(C[C@H]1O[C@H]1C(=O)[C@H](C)OCc1ccccc1)OC
4.2 | COC(C[C@H](O)CC(=O)[C@@H](C)OCc1ccccc1)OC
-0.4 | COc1cccc(N2[C@@H](CC(C)=O)c3ccccc3S2(=O)=O)c1
0.6 | CCOC(=O)c1ccc(NC(=O)c2c(N)n(Cc3ccccc3)c(=O)[nH]c2=O)cc1
-1.9 | CC[C@H](C)/C=C/C1=CC2=C(Cl)C(=O)[C@@]3(C)OC(=O)C(C(=O)[C@H](C)[C@@H](C)O)=C3C2=CO1
4.5 | COC(=O)C1=C2c3[nH]c4ccccc4c3CCN2C(=O)CC1
-1.5 | COC(=O)C[C@H]1c2ccccc2S(=O)(=O)N1c1cccc(OC)c1
-7.0 | COc1cccc(N2[C@@H](CC(C)=O)c3cc(C(F)(F)F)ccc3S2(=O)=O)c1
2.1 | CCOC(=O)CN1C(=O)N[C@@H](c2ccccc2)[C@H](C(C)=O)[C@H]1C
-6.2 | CCCCCN=C(N)N/N=C/c1c[nH]c2ccc(OC)cc12
4.7 | CCOC(=O)/C=C/c1ccc2c(c1)S(=O)(=O)N(c1cccc(OC)c1)[C@H]2CC(=O)OCC
4.7 | C=CCNC(=O)c1onc(CSc2ccc(F)c(F)c2)c1C(=O)NCC=C
-17.9 | CCO[C@H]1OC(C(=O)NCc2nc3ccccc3[nH]2)=C[C@@H](c2ccc3c(c2)OCO3)[C@@H]1CCCO
-5.2 | Cc1nccn1-c1c2c(c(C#N)c3nc4ccccc4n13)CCC2
4.0 | Cc1ccc(C(C)C)c(O)c1
-1.8 | CCOC(=O)C1=C(CCc2ccccc2)NC(=O)NC1c1ccc(C#N)cc1 (stereo not given)
-10.2 | CCCC[C@@H]1CCCO[C@@](C(=O)NCc2ccccn2)(C(F)(F)F)C1
0.2 | O=C1C=C(N2CCOCC2)CO1
-10.8 | CCOC(=O)CN1C(=O)N[C@@H](c2cccc(C(F)(F)F)c2)C(C(C)=O)=C1C
-1.2 | OCCc1ccccc1
4.3 | COC(=O)c1ccc2nc(C3CCCCC3)c3c(c2c1)CCC3
-1.9 | COC(=O)C[C@H]1c2cc(C(F)(F)F)ccc2S(=O)(=O)N1Cc1ccccc1
3.9 | O=C(NCCN1C(=O)C2C3C=CC(C3)C2C1=O)Nc1ccccn1 (stereo not given)
-11.6 | COc1ccc([C@H]2/C=C\CN(C(=O)CC(C)(C)C)[C@@H](C)C(=O)N2Cc2ccc(F)cc2)cc1
-0.2 | COc1ccccc1C1=NOC(C)(c2nnc(-c3cccc(Cl)c3)o2)C1 (stereo not given)
-10.9 | C=C1CCN([C@@H](Cc2ccccc2)C(=O)NCc2ccc(Cl)cc2)S(=O)(=O)c2ccccc21
-7.1 | Cn1cccc1Cc1nnc(SCC(=O)NCc2ccc(F)cc2)n1-c1ccc(F)cc1
-1.9 | CC(=O)C[C@H]1c2cc(C(F)(F)F)ccc2S(=O)(=O)N1c1ccc(N(C)C)cc1
4.8 | CC1(C)CCC23CC[C@]4(C)C(OC2=O)(C3C1)[C@H]1O[C@H]1C1[C@@]2(C)CC[C@@H](O)C(C)(C)C2CC[C@]14C (stereo not given in full)
-1.0 | CCCCN1CC[C@H]2C=CC[C@@H](C(=O)Nc3ccccc3)[C@H]2C1=O
-4.1 | CCOC(=O)c1cc(-c2ccccc2)nn1CC1CC(c2cccc([N+](=O)[O-])c2)=NO1 (stereo not given)
-0.6 | Cc1ccc(Cn2c(C(C)Nc3nc(-c4ccc(F)cc4)cs3)nc3cc(Cl)c(Cl)cc32)cc1 (stereo not given)
-2.4 | OCC1OC(n2cnc3c(NCCc4ccccc4)ncnc32)C(O)C1O (stereo not given)
8.3 | CCN1C(=O)N(C)[C@@H](c2ccccc2)C(C(C)=O)=C1C
-1.7 | O=C(NCc1ccccc1)C1=C[C@@H](c2ccc3c(c2)OCO3)C[C@@H](OCCCCO)O1
8.1 | COc1ccc(C2=NOC(c3nnc(-c4ccccc4)o3)C2)cc1 (stereo not given)
-8.8 | Cc1nnc(SCC(=O)c2c(N)n(C)c(=O)n(C)c2=O)[nH]c1=O

# High-throughput results from PubChem BioAssay.
